Candida biofilm: kills Candida albicans biofilms; C. albicans biofilm + clotrimazole, Alamar Blue; inhibition, % at 6 µM; 85,000 tested, 0.14% active; AID 834;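 active = inhibition above 20%; inactive = inhibition below 20%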;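 also: preformed 24 hr biofilms exposed to compound for 48 hr; 0% = biofilm without compound and 100% = blank killed by clotrimazole plus chlorhexidine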
ERa coact inh: blocks coactivator binding to human estrogen receptor alpha; P03372; TR-FRET ER-alpha LBD / SRC-1 peptide, estradiol-bound; inhibition, % at 25.6 µM; 86,000 tested, 1.7% active; in the data active = inhibition above about 50%;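 also: 0% = receptor plus peptide control and 100% = peptide only without receptor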
Target sequence (P03372 whole entry, looked up, the tested form may be a part): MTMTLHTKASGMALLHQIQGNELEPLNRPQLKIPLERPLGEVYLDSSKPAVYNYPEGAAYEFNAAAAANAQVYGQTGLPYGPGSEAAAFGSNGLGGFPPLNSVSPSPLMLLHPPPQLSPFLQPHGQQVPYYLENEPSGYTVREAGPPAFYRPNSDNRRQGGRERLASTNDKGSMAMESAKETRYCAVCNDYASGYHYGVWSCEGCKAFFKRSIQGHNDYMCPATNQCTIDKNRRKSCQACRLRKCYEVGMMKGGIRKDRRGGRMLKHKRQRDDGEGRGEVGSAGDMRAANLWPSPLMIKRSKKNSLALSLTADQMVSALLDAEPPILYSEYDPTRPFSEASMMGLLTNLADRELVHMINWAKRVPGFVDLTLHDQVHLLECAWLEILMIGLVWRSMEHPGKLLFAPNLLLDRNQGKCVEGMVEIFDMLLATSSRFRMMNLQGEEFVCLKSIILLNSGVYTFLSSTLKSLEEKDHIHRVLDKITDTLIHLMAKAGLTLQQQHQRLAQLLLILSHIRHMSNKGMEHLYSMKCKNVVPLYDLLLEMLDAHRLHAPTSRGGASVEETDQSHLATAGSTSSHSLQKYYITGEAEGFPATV
HUVEC prolif 384: inhibitors of human endothelial cell proliferation. HUVEC proliferation, CellTiter-Glo luminescence, 72 h; hits give low values. viability, % at 10 µM (by protocol). 86,000 tested, 1.1% active. AID 648;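 active = viability at or below 30%; inactive = viability above 30%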;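 also: 100% = median luminescence of DMSO-only cell control wells on each plate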
Smad3 inh: Smad3 (human) transcription factor binding inhibition | P84022 | TR-FRET Smad3/Dy647-FoxH1 peptide binding, europium anti-His | inhibition, % at 25 µM | 88,000 tested, 0.29% active;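 active = compounds that reduce the energy-transfer binding signal between the protein and its labelled peptide by more than half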;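 also: 0% = Smad3 plus labelled peptide maximal FRET and 100% = peptide-only background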
Target sequence (P84022 whole entry, looked up): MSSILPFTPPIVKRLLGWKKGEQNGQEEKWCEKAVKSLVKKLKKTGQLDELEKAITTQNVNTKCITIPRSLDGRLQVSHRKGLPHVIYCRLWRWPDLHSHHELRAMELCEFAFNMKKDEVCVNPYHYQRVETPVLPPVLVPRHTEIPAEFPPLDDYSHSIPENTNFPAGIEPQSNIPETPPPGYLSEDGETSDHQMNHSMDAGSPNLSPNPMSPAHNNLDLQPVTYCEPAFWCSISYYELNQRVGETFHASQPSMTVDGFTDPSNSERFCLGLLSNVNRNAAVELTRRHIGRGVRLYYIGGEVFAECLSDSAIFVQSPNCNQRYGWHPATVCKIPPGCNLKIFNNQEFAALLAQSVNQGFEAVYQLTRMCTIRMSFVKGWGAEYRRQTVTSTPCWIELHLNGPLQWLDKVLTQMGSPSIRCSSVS
ERa coact pot: enhances coactivator binding to human estrogen receptor alpha; coactivator binding (% of control), % at 25.6 µM; AID 639; TR-FRET ERalpha-LBD/SRC-Cy5 coactivator binding, 2 h; 100 = basal binding, no effect; P03372; 86,000 tested, 1.3% active; in the data active = activity above about 200%;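 also: binding measured in presence of low estradiol as agonist stimulus; 0% = peptide alone without receptor and 100% = receptor with peptide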
H69AR inhibit: growth inhibitors of human H69AR lung tumor cells; viability, % at 10 µM; 85,000 tested, 6% active; H69AR lung tumor viability, ATP luminescence, 72 h; hits give low values;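 active = viability at or below 40%; inactive = viability above 40%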;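 also: multidrug resistant small cell line overexpressing MRP-1 efflux transporter; 100% = mean luminescence of untreated control wells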
ERb SRC1 inh: blocks coactivator binding to human estrogen receptor beta. TR-FRET ER-beta LBD / SRC1-Cy5 peptide binding; receptor agonist-loaded with 1 µM estradiol. inhibition, % at 25.6 µM. 86,000 tested, 1.3% active. AID 633;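 active = compounds whose percent inhibition of the receptor-coactivator binding signal exceeds about 50% in the single-dose screen, limit read from the data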;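 also: 0% = receptor plus peptide wells without compound and 100% = peptide-only wells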
sEH activator: activators of human soluble epoxide hydrolase | P34913 | purified human sEH enzymatic activity, activator screen | activation, % at 2 µM | 91,000 tested, 0.04% active; in the data active = activation above about 37%; also: values of inactives mirror those of a sister screen read the other way
Lung fibro prol: blocks proliferation of human lung fibroblasts. LL 47 human lung fibroblast viability, ATP luminescence; hits give low values. viability, % at 10 µM. 85,000 tested, 1.1% active;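 active = viability at or below 50% in the single dose screen; inactive = viability above 50%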;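 also: compound exposure lasted 72 h before the ATP readout; 100% = median luminescence of untreated cell-only wells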
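Material: human lung fibroblast line LL 47, low passage; Evaluation: viability percentage against median untreated-cell control; Buffer or medium: 15% FBS in IMEM; Incubation: 72 h compound exposure at 37 °C after overnight plating; Dosing: 0.1% DMSO in all compound wells; Measured by: CellTiter-Glo luminescence.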
Starred values were filed as active, the others as inactive; nt = no result given; [ ] = dose if it differs, or a comment.

SMILES	Candida biofilm	ERa coact inh	HUVEC prolif 384	Smad3 inh	ERa coact pot	H69AR inhibit	ERb SRC1 inh	sEH activator	Lung fibro prol
Cc1ccc(NC(=O)CCSc2nnc3ccccn23)cc1	4	-2[fluorescence artefact?]	99	1	108	99	-3	11	99
COc1ccc(N2CCN(C(=O)CCc3ccc(S(=O)(=O)NCC(C)C)cc3)CC2)cc1	6	-7	101	-2	117	67	-7	18	94
O=C1C(Cl)=C(NCCCN2CCOCC2)C(=O)N1CCc1ccccc1	1	-11	91	-3	135	83	-5	13	95
CCN(CC)c1ccc(/C=N/n2c(C)cc(C)cc2=O)cc1	8	-1	108	3	87[fluorescence artefact?]	105	-3	0	99
Cc1ccc(NC(=O)c2cc3c(s2)CCC3)cc1S(=O)(=O)N1CCOCC1	3	-5	90	-5	94	72	2	-30	89
CCCCOC(=O)N1CCOCCOCCN(C(=O)OCCCC)CCOCCOCC1	5	13	112	2[fluorescence artefact?]	113	84	-11	-3	97
CO/N=C/c1ccc(Sc2ccccc2N)c([N+](=O)[O-])c1	11	-3	99	-1	82	98	2	-6	106
c1ccc(-c2cnnc(SCc3cn4cccnc4n3)n2)cc1	11	10[fluorescence artefact?]	95	3	94[fluorescence artefact?]	83	8[fluorescence artefact?]	nt	94
c1cncc(CSc2nnc(-c3cccnc3)n2Cc2ccco2)c1	3	-11	93	10	117	94	-7	12	95
Cc1ccc(S(=O)(=O)Nc2ccc(N3CCOCC3)cc2)cc1	2	6	87	3	107	107	10[fluorescence artefact?]	12	100
O=C(OCC#CCSc1nnc(-c2ccc(Br)cc2)o1)c1ccco1	1	7[fluorescence artefact?]	90	-1	103	66	13	-6	97
CCS(=O)(=O)Nc1c(C(=O)O)[nH]c2ccccc12	2	6	96	2	106[fluorescence artefact?]	89	8	-6	101
CCOC(=O)c1ccccc1NC(=O)CC(C)CC(=O)O (stereo not drawn)	-4	9	103	-1	104	100	1[fluorescence artefact?]	-9	86
COC(=O)C1=C(N)Oc2cc(C)[nH]c(=O)c2C1c1ccncc1 (stereo not drawn)	9	16	86	-6	81	98	23	6	91
Cc1ccc(CNCc2cccnc2)cc1	6	-5	90	-4	95	87	-11	6	98
CCc1ccc2nc(NC(=O)c3ccc4c(=O)[nH]c(CN5CCOCC5)nc4c3)sc2c1	3	69*	85	15[fluorescence artefact?]	170	94	48	6	100
COc1ccc(-c2nc(CCNC(=O)c3ccco3)cs2)cc1OC	12	26	99	3	93	79	21	0	107
Oc1ccc(C(=S)N2CCCCCC2)cc1	-4	-2	84	-4	87	94	-9	0	98
Cc1ccc(S(=O)(=O)Cn2nnnc2C(c2ccc(F)cc2)N2CCCCC2)cc1 (stereo not drawn)	9	-5	105	9	118	54	-7	12	96
CN(C)Cc1c(O)c(Cl)cc2c3c(c(=O)oc12)CCCC3	6	4	102	-3	88	100	-1	10	104
CC(C)N(Cc1nc(-c2ccccc2)no1)C(=O)COc1ccccc1	1	2	97	-10	122	79	-5	18	88
CC(C)c1ccc(-c2nc(N3CCOCC3)[nH]c(=O)c2C#N)cc1	6	0	86	-1	90	90	-2	17	105
CCCN1C(=O)/C(=C/c2ccc(C)s2)NC1=S	8	-22[fluorescence artefact?]	88	1	83[fluorescence artefact?]	94	-16	-10	91
Cn1cccc1Cc1nnc(SCC(=O)Nc2ccc3c(c2)OCO3)n1-c1ccc(F)cc1	3	-4	96	8	131	78	-1	nt	90
COc1ccc(N(CC(=O)N2CCCCC2)S(=O)(=O)c2ccccc2)c(OC)c1	9	-4	101	-6	131	91	-6[fluorescence artefact?]	-7	99
Clc1ccc(OCCN2CCCCC2)c(Cl)c1	5	-9	75	7	100	96	-3	0	91
O=C(O)C1C2C=CC(C2)C1C(=O)Nc1nccs1 (stereo not drawn)	-2	-7	101	9	87[fluorescence artefact?]	101	2	-18	107
Cc1cc(C)nc(SCCC(=O)N2CCOCC2)n1	10	-6	95	-8	108	98	-3	4	103
CCCCCOc1ccc(N2C(=O)CC(N(O)c3ccccc3)C2=O)cc1 (stereo not drawn)	10	-2	63	2	132[fluorescence artefact?]	61	-7	7	96
CC(NC(=O)c1ccccc1)c1nc2ccccc2n1Cc1ccccc1F (stereo not drawn)	2	0	103	-5	97	12*	-6	-6	92
CC12CN3CC(C)(CN(C1)C3c1ccc(Br)cc1O)C2 (stereo not drawn)	8	7[fluorescence artefact?]	74	10[fluorescence artefact?]	116	84	1[fluorescence artefact?]	nt	100
O=P(COCCOCP(=O)(c1ccccc1)c1ccccc1)(c1ccccc1)c1ccccc1	-5	-22	94	14	101	92	5	8	106
CCOc1ccccc1C(=O)NC1CC2CCCC(C1)N2Cc1ccccc1 (stereo not drawn)	2	2	94	-6	102	72	5	-2	103
CCOC(=O)C(C)Oc1cccc2c(=O)n(CC(=O)N3CCN(C(=O)OCC)CC3)ccc12 (stereo not drawn)	4	-9	92	-5	100	92	-3	-21	94
Cn1c(C(=O)OC(C(=O)NC2CCCC2)c2cccnc2)cc2sccc21 (stereo not drawn)	1	6	107	-8	93	97	6[fluorescence artefact?]	14	104
COCCNC(=O)CC(c1ccccc1)c1ccccc1	-2	-6	108	4	91	105	-4	-6	103
COc1ccc(N2CCN(c3ccc(NC(=O)C4CCCCC4)cc3C#N)CC2)cc1	6	28[fluorescence artefact?]	98	-4[fluorescence artefact?]	105	84	1	-37	96
COc1ccc(S(=O)(=O)Nc2ccccc2C(=O)NC(C)C)cc1OC	9	-15	93	-6	104	82	-8	nt	96
CCS(=O)(=O)N1CCCC(C(=O)NCCc2ccccc2)C1 (stereo not drawn)	3	-6	86	15	103	100	-7	-8	104
CCN(C(=O)c1cc2cc(OC)ccc2oc1=O)c1ccccc1	10	-6	101	-6	123	88	-7	19	95
CNC(=O)c1c(NC(NC(=O)c2ccco2)C(=O)c2ccc(Cl)cc2)sc2c1CCCC2 (stereo not drawn)	15	-4[fluorescence artefact?]	102	12	72	96	5	22	98
COc1ccc(N(CC(=O)NCc2ccccc2OC)S(=O)(=O)c2c(C)nn(C)c2C)cc1	11	2	87	-10	104	99	-3	5	90
O=C(O)CSc1nc2ccccc2o1	9	-3	96	8	109[fluorescence artefact?]	89	5	6	95
O=C(Cn1nnc(-c2ccccc2Cl)n1)NCc1ccc2c(c1)OCO2	1	15	101	-5	88	105	18	7	101
Cc1cc(=O)n2nc(N3CCC(C(=O)N4CCN(C)CC4)CC3)sc2n1	3	-7	104	3	110[fluorescence artefact?]	105	4	nt	95
Cc1cc(C)n(-c2nc3nonc3nc2-n2nc(C)cc2C)n1	-1	10[fluorescence artefact?]	103	1	90	88	2[fluorescence artefact?]	-10	107
COc1cccc(CNC(=O)c2ccccc2N)c1	8	1	97	2	118	100	9	0	102
Cc1ccc(NC(=O)CCCC(=O)O)c(Br)c1	8	3[fluorescence artefact?]	101	2	102	95	-10	nt	101
Cc1cc(C)n2nc(CC(=O)NC3CCCCCC3)nc2n1	-6	0	106	-11	88[fluorescence artefact?]	76	4	-11	100
CCN1C2=C(C(=O)CCC2)C(c2ccc(O)c(Br)c2)C2=C1CCCC2=O	-3	56*[fluorescence artefact?]	91	-3	59[fluorescence artefact?]	92	60*	-4	nt
The listing continues:
SMILES	Candida biofilm	ERa coact inh	HUVEC prolif 384	Smad3 inh	ERa coact pot	H69AR inhibit	ERb SRC1 inh	sEH activator	Lung fibro prol
O=C(CCN1CCCCCC1)c1ccccc1	0	-10	76	1	98	49	-14[fluorescence artefact?]	6	104
COc1ccc(CC(=O)NCc2ccc3c(c2)OCO3)cc1	6	-10	94	2	109	95	-7	8	95
O=C1Nc2ccc(S(=O)(=O)N3CCOCC3)c3cccc1c23	-2	12	89	-17	111	81	6[fluorescence artefact?]	-8	88
COc1cc(/C=C/c2c([N+](=O)[O-])c(=O)n(C)c(=O)n2C)cc(OC)c1OC	-1	3	91	-16	68	64	-3	-13	96
Cc1csc(NC(=O)c2cc3c(s2)CCCCC3)n1	1	-3	79	-6	104	79	-12	6	82
Cc1cccc(OCCCC(=O)Nc2ccc(S(=O)(=O)Nc3onc(C)c3C)cc2)c1C	5	-21	86	8	98	43	-9[fluorescence artefact?]	-12	104
c1ccc(Nc2nc(-c3cccnc3)cs2)nc1	-5	-54	92	0	104	94	-15[fluorescence artefact?]	nt	98
COc1ccc(N=c2scc(-c3ccc(S(=O)(=O)N4CCOCC4)cc3)n2CCCO)cc1	6	-7[fluorescence artefact?]	93	-16	99	54	-4[fluorescence artefact?]	nt	103
COc1ccc(NC(=O)c2cnn3c(C(F)(F)F)cc(-c4ccco4)nc23)cc1OC	-6	-25[fluorescence artefact?]	71	32	108[fluorescence artefact?]	88	-2	-9	102
CN(c1ncc(C(F)(F)F)cc1Cl)n1cc(C(N)=O)c2ccccc2c1=O	1	25[fluorescence artefact?]	94	8	76	80	8[fluorescence artefact?]	-12	103
CCN1CCN(C(=O)CCNC(=O)Cn2ccc3ccccc3c2=O)CC1	nt	11[fluorescence artefact?]	nt	8	113[fluorescence artefact?]	nt	5[fluorescence artefact?]	8	nt
CSc1nc(N)nc(SCC(=O)OC(C)C)c1C#N	1	-25	84	2	116	51	-13	8	96
Nc1nc2ccccc2nc1N	0	5	86	13[fluorescence artefact?]	97	90	4[fluorescence artefact?]	nt	95
CCOc1ccc(-c2nn[nH]n2)cc1	-2	0	95	-1	100[fluorescence artefact?]	95	-2	-8	108
CCCOc1ccc(-c2nn(-c3ccccc3)cc2/C=C2\SC(=S)N(C3CCS(=O)(=O)C3)C2=O)cc1 (stereo not drawn)	-3	-7	86	3	97	85	3	6	100
COCCn1c(-c2ccccc2F)n[nH]c1=S	0	-4	99	3	115	90	1	-6	98
COc1cc(Cn2c(-c3nonc3N)nc3ccccc32)ccc1C	5	31	40	-7	116	18*	26	8	48*
Cc1ccc2oc3c(c(=O)c2c1)C(c1cccc(O)c1)N(c1ccccn1)C3=O (stereo not drawn)	15	33[fluorescence artefact?]	90	5	106[fluorescence artefact?]	86	22	nt	98
Cc1nc(NCCc2cnc[nH]2)c2oc3ccccc3c2n1	5	6[fluorescence artefact?]	89	-7	115	93	4	0	98
Cc1ccc(NC(=O)C2C(C(=O)O)C3C=CC2C32CC2)cc1 (stereo not drawn)	8	-6	95	2	104	93	-9	6	94
CCOc1ccccc1NC(=O)c1nc[nH]c1C(=O)Nc1ccccc1OCC	7	11	75	-3	111	56	21	-16	81
CC(C)(/C=N/O)/[N+]([O-])=C/c1ccco1	6	-7	96	-1	112	98	-3	6	97
CCOc1cc(N2CCOCC2)c(OCC)cc1NC(=O)Cc1cccc(OC)c1	7	31[fluorescence artefact?]	92	4	65	86	42[fluorescence artefact?]	6	97
CCOC(=O)c1cc2sccc2n1Cc1ccccc1	7	-2	113	1	96	93	-9	1	89
O=C1/C(=C\c2ccc(-c3ccccc3[N+](=O)[O-])o2)C(c2ccccc2)=NN1c1ccccc1	9	-2	66	2	95	83	2	4	100

Molecules listed so far containing bromine (four):
SMILES	Candida biofilm	ERa coact inh	HUVEC prolif 384	Smad3 inh	ERa coact pot	H69AR inhibit	ERb SRC1 inh	sEH activator	Lung fibro prol
O=C(OCC#CCSc1nnc(-c2ccc(Br)cc2)o1)c1ccco1	1	7[fluorescence artefact?]	90	-1	103	66	13	-6	97
CC12CN3CC(C)(CN(C1)C3c1ccc(Br)cc1O)C2 (stereo not drawn)	8	7[fluorescence artefact?]	74	10[fluorescence artefact?]	116	84	1[fluorescence artefact?]	nt	100
Cc1ccc(NC(=O)CCCC(=O)O)c(Br)c1	8	3[fluorescence artefact?]	101	2	102	95	-10	nt	101
CCN1C2=C(C(=O)CCC2)C(c2ccc(O)c(Br)c2)C2=C1CCCC2=O	-3	56*[fluorescence artefact?]	91	-3	59[fluorescence artefact?]	92	60*	-4	nt

This is a subset; the hit share may differ from the screen's.
